Source: PubChem BioAssay (NMMLSC)
Bfl-1 Bim block – inhibitors of Bim binding to Bfl-1, primary screen, biochemical, multiplexed, bead-based flow cytometry; Bcl-2-related protein A1 (Homo sapiens), Q16548; Bim-Bfl-1 binding inhibition; inhibition, % at 10 µM; 190,000 compounds, 0.12% hits;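 also: 0% = wells without compound plus tracer and 100% = blocker peptide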
RGS4-Gao reg – modulators of RGS4 binding to Galphao, primary screen, biochemical, multiplexed bead flow cytometry; actives lie on both sides; binding response (% of control), % at 10 µM; 220,000 compounds, 0.33% hits; in the data active = binding response below about 49% or above about 150%; inactive = in between;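 also: fluorescent Galphao activated with aluminum fluoride binding bead-coupled RGS4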
Bim-Bcl-W – inhibitors of Bim binding to Bcl-W, primary screen, biochemical, multiplexed, bead-based flow cytometry; Bcl-2-like protein 2 (Homo sapiens), Q92843; Bim peptide-Bcl-W binding; inhibition, % at 10 µM; 190,000 compounds, 0.02% hits; AID 952, 2007;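 also: 0% = bound tracer without compound and 100% = peptide blocker; higher means less fluorescent Bim peptide bound to Bcl-W beads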
Bcl-2 Bim block – inhibitors of Bim-Bcl-2 binding, primary screen, biochemical, multiplexed, human Bcl-2 family. Apoptosis regulator Bcl-2 (Homo sapiens), P10415. Bead-based flow cytometry, Bim peptide-Bcl-2 binding. inhibition, % at 10 µM. 190,000 compounds, 0.06% hits. AID 950, 2007; in the data active = inhibition above about 40%; inconclusive = no clear call, values can overlap the other calls;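 also: 0% = no compound wells with probe peptide and 100% = reference peptide inhibitor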
Target sequence (P10415 whole entry, looked up): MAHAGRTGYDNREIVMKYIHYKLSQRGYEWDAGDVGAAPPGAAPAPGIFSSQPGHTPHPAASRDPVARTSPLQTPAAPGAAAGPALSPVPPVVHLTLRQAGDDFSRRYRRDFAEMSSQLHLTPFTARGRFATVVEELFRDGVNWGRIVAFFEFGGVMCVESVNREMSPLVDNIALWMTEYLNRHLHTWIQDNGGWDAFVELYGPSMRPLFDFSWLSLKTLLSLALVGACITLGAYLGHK
ABCG2 block – ABCG2 efflux pump inhibitors, primary screen, multiplex with ABCB1, IgMXP3 cells, flow cytometry. Broad substrate specificity ATP-binding cassette transporter ABCG2 (Homo sapiens), Q9UNQ0. JC-1 efflux. inhibition, % at 6.6 µM. 190,000 compounds, 0.1% hits;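 active = inhibition above 80%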;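 also: 0% = DMSO and 100% = nicardipine control wells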
Target sequence (Q9UNQ0 whole entry, looked up): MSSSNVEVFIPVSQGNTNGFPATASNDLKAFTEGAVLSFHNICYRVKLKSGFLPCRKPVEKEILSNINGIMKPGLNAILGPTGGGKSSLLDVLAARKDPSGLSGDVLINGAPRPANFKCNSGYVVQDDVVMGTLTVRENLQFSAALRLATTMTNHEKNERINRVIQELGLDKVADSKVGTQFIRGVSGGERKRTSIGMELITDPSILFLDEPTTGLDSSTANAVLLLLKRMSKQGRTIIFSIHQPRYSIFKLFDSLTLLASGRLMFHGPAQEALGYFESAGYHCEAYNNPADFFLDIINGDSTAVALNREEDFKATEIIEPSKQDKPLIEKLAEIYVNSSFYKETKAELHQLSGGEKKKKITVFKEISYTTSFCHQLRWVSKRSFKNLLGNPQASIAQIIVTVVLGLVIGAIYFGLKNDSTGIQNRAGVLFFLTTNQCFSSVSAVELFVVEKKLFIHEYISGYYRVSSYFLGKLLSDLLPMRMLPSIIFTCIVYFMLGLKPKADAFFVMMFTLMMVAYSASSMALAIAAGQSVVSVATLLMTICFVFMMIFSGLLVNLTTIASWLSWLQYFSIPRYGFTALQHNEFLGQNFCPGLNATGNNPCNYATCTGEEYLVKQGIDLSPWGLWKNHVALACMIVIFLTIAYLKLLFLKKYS
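Measure – % inhibition of efflux relative to nicardipine and DMSO · Test system – ABCG2 IgMXP3 and barcoded ABCB1 CCRF-Adr cell mix · Control set – nicardipine as high control, DMSO as low control · Compound – one concentration, 6.6 µM final · Signal – flow cytometry of retained JC-1 fluorescence · Timing – 10 min exposure at 25 °C with rotation, no wash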
RGS7-Gao reg – RGS7-Galphao binding modulators, primary screen, biochemical, multiplexed bead flow cytometry; Guanine nucleotide-binding protein G(o) subunit alpha (Homo sapiens), P09471; actives lie on both sides; binding response (% of control), % at 10 µM; 220,000 compounds, 0.35% hits; AID 1439, 2008; in the data active = binding response below about 49% or above about 150%; inconclusive = no clear call, values can overlap the other calls; inactive = in between;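 also: fluorescent Galphao held in activated GDP-AlF4 state binding bead-coupled RGS7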
GSH bead fluor – compound fluorescence on glutathione beads, profiling panel, artefact control, biophysical, 488/530 nm, flow cytometry | fluorescence (KMESF) at 10 µM | GSH beads flow cytometry, compound fluorescence 488/530 nm; hits give high values | 190,000 compounds, 0.25% hits; in the data active = fluorescence above about 89;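 also: glutathione beads carrying GST-tagged Bcl family fusion proteins plus one bare bead set; values are compound well signal with DMSO vehicle wells as background; inactives centre near 16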
RGS8-Gao – RGS8-Galphao binding modulators, primary screen, biochemical, multiplexed bead flow cytometry. Guanine nucleotide-binding protein G(o) subunit alpha (Homo sapiens), P09471. actives lie on both sides. response (percent of control binding), % at 10 µM. 220,000 compounds, 0.34% hits. AID 1423, 2008; in the data active = response below about 60% or above about 140%; inactive = in between;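 also: Galphao activated as the GDP aluminium fluoride complex binding bead-coupled RGS8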
ABCB1 inh – ABCB1 efflux pump inhibitors, primary screen, cell-based, multiplex, flow cytometry, ABCG2 counter-screen. 190,000 compounds, 0.067% hits. inhibition, % at 6.6 µM. CCRF-Adr cells, JC-1 efflux. AID 1326, 2008; in the data active = inhibition above about 40%;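 also: 0% = vehicle and 100% = reference inhibitor; higher value means more JC-1 retained so stronger ABCB1 efflux block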
Bim-Bcl-XL – inhibitors of Bim-Bcl-XL binding, primary screen, biochemical, multiplexed, bead flow cytometry, human Bcl-XL | Bcl-2-like protein 1 (Homo sapiens), Q07817 | Bim peptide-Bcl-XL binding, fluorescence | inhibition, % at 10 µM | 190,000 compounds, 0.04% hits | AID 1007, 2008
Bim-Bcl-B – inhibitors of Bim-Bcl-B binding, primary screen, biochemical, multiplexed, human Bcl-2 family. Bcl-2-like protein 10 (Homo sapiens), Q9HD36. bead-based flow cytometry, Bim peptide-Bcl-B binding. inhibition, % at 10 µM. 190,000 compounds, 0.073% hits. AID 951, 2007;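 also: 0% = tracer peptide without compound and 100% = reference inhibitor peptide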
Numbers without * were called inactive; ? = inconclusive. Rule as the data show it, unless noted: active = inhibition above about 40%.

[1] CCN(CC)C1=NC(=[N+](CC)CC)c2ccccc21
[2] CC(=O)Nc1ccc(C(c2c(O)c3ccccc3oc2=O)c2c(C)n(C)n(-c3ccccc3)c2=O)cc1 (centres undefined)
[3] CCN1CCN(Cc2cc(Br)ccc2O)CC1
[4] O=C(N/N=C/c1c(O)n(CCC2=CCCCC2)c(=S)[nH]c1=O)c1ccccc1
[5] CCN1CCN(c2nc3ccccc3s2)CC1
[6] Nc1c(C(=O)OCC2CCCO2)c2nc3ccccc3nc2n1Cc1cccs1 (centres undefined)
[7] Oc1cc2c(cc1CN1CCN(c3ccccc3)CC1)CCC2
[8] O=C(Cn1cnc2sc3c(c2c1=O)CCCC3)NCCC(=O)N1CCC2(CC1)OCCO2

| Assay by compound | 1 | 2 | 3 | 4 | 5 | 6 | 7 | 8 |
| --- | --- | --- | --- | --- | --- | --- | --- | --- |
| Bfl-1 Bim block | 1 | -4 | -12 | -13 | -11 | 0 | 2 | -5 |
| RGS4-Gao reg | 102 | 100 | 99 | 100 | 102 | 101 | 100 | 97 |
| Bim-Bcl-W | -1 | -4 | 0 | -6 | 2 | -1 | -3 | -3 |
| Bcl-2 Bim block | -2 | -3 | -9 | -7 | -2 | -1 | -4 | -1 |
| ABCG2 block | 5 | -1 | 4 | 2 | 3 | 7 | 1 | 0 |
| RGS7-Gao reg | 105 | 99 | 98 | 100 | 101 | 101 | 103 | 99 |
| GSH bead fluor | 20 | 16 | 12 | 16 | 23 | 11 | 16 | 5 |
| RGS8-Gao | 100 | 99 | 99 | 101 | 101 | 95 | 99 | 98 |
| ABCB1 inh | 0.7 | -0.3 | 0.9 | 0.2 | 0.3 | 1.8 | 0.5 | 0.2 |
| Bim-Bcl-XL | -2 | -6 | -4 | -9 | -1 | 1 | -5 | 0 |
| Bim-Bcl-B | -3 | -4 | -6 | -7 | -3 | -3 | -10 | -4 |

[9] CC1(c2ccccc2)NCCN2C(=O)CSC21 (centres undefined)
[10] O=C1NC(c2cc3ccccc3nc2Cl)Nc2ccccc21 (centres undefined)
[11] CCc1c(C)nc(N)nc1N1N=C1SC(C(C)=O)C(C)=O
[12] O=c1c2ccccc2nc(-c2ccccc2)n1-c1cccnc1
[13] CC(C)Nc1nc(Cl)nc(NC(C)C)n1
[14] Cn1c(O)c(N=Nc2ccc(S(=O)(=O)N3CCOCC3)cc2)c(=O)n(C)c1=O
[15] COc1cccc(CCNCc2c(F)cccc2F)c1
[16] CCCCCn1c(=O)c(C(=O)NCc2ccccn2)c(O)c2ccccc21

| Assay by compound | 9 | 10 | 11 | 12 | 13 | 14 | 15 | 16 |
| --- | --- | --- | --- | --- | --- | --- | --- | --- |
| Bfl-1 Bim block | 0 | -2 | 0 | -5 | 3 | 0 | -7 | -4 |
| RGS4-Gao reg | 101 | 103 | 101 | 104 | 99 | 100 | 98 | 98 |
| Bim-Bcl-W | 14 | 0 | 1 | 2 | -2 | -3 | -2 | 6 |
| Bcl-2 Bim block | 3 | -2 | 2 | -4 | -1 | -3 | -6 | -3 |
| ABCG2 block | 4 | 9 | 0 | 1 | 3 | 24 | 0 | 6 |
| RGS7-Gao reg | 102 | 102 | 103 | 107 | 102 | 100 | ? | 97 |
| GSH bead fluor | 11 | 8 | 16 | 54 | 9 | 18 | 14 | 9 |
| RGS8-Gao | 101 | 106 | 102 | 105 | 99 | 99 | 98 | 99 |
| ABCB1 inh | 0.8 | 0.8 | -0.2 | 0.6 | 0.4 | 1.1 | 0.7 | 1.7 |
| Bim-Bcl-XL | 2 | -2 | 2 | 0 | -1 | -7 | -2 | 0 |
| Bim-Bcl-B | 0 | -4 | -17 | -3 | 0 | -7 | -6 | -3 |

An excerpt of these results, with tabs.
No.	smiles	Bfl-1 Bim block	RGS4-Gao reg	Bim-Bcl-W	Bcl-2 Bim block	ABCG2 block	RGS7-Gao reg	GSH bead fluor	RGS8-Gao	ABCB1 inh	Bim-Bcl-XL	Bim-Bcl-B
2	CC(=O)Nc1ccc(C(c2c(O)c3ccccc3oc2=O)c2c(C)n(C)n(-c3ccccc3)c2=O)cc1 (centres undefined)	-4	100	-4	-3	-1	99	16	99	-0.3	-6	-4
3	CCN1CCN(Cc2cc(Br)ccc2O)CC1	-12	99	0	-9	4	98	12	99	0.9	-4	-6
4	O=C(N/N=C/c1c(O)n(CCC2=CCCCC2)c(=S)[nH]c1=O)c1ccccc1	-13	100	-6	-7	2	100	16	101	0.2	-9	-7
5	CCN1CCN(c2nc3ccccc3s2)CC1	-11	102	2	-2	3	101	23	101	0.3	-1	-3
6	Nc1c(C(=O)OCC2CCCO2)c2nc3ccccc3nc2n1Cc1cccs1 (centres undefined)	0	101	-1	-1	7	101	11	95	1.8	1	-3
7	Oc1cc2c(cc1CN1CCN(c3ccccc3)CC1)CCC2	2	100	-3	-4	1	103	16	99	0.5	-5	-10
8	O=C(Cn1cnc2sc3c(c2c1=O)CCCC3)NCCC(=O)N1CCC2(CC1)OCCO2	-5	97	-3	-1	0	99	5	98	0.2	0	-4
9	CC1(c2ccccc2)NCCN2C(=O)CSC21 (centres undefined)	0	101	14	3	4	102	11	101	0.8	2	0
10	O=C1NC(c2cc3ccccc3nc2Cl)Nc2ccccc21 (centres undefined)	-2	103	0	-2	9	102	8	106	0.8	-2	-4
11	CCc1c(C)nc(N)nc1N1N=C1SC(C(C)=O)C(C)=O	0	101	1	2	0	103	16	102	-0.2	2	-17
12	O=c1c2ccccc2nc(-c2ccccc2)n1-c1cccnc1	-5	104	2	-4	1	107	54	105	0.6	0	-3
13	CC(C)Nc1nc(Cl)nc(NC(C)C)n1	3	99	-2	-1	3	102	9	99	0.4	-1	0

Additional compounds follow.
[17] O=[N+]([O-])c1ccc(C2C3C(c4ccccc4)=NC4(CCCCC4)N32)cc1 (centres undefined)
[18] Cc1ccc(C(=O)N/C(=C\Cl)P(=O)(c2ccccc2)c2ccccc2)cc1
[19] Clc1ccc(CSC(Cn2ccnc2)c2ccc(Cl)cc2Cl)cc1 (centres undefined)
[20] CN(Cc1c[nH]c2ccccc12)C1CCCCC1
[21] COc1ccc(CCn2c(O)c(C=NCc3ccc4c(c3)OCO4)c(=O)[nH]c2=O)cc1OC
[22] CCCCC(=O)N/N=C/c1c(O)n(Cc2ccco2)c(=O)[nH]c1=O
[23] O=c1c2ccccc2nc(CN2CCOCC2)n1-c1ccccc1F
[24] O=C(c1cccs1)c1cn(Cc2ccccc2Cl)c2ccccc12
[25] N=c1sc2c(n1Cc1ccccc1)CCCC2

| Assay by compound | 17 | 18 | 19 | 20 | 21 | 22 | 23 | 24 | 25 |
| --- | --- | --- | --- | --- | --- | --- | --- | --- | --- |
| Bfl-1 Bim block | 0 | -3 | -3 | 0 | -1 | -10 | -14 | -13 | 0 |
| RGS4-Gao reg | 102 | 96 | 102 | 98 | 90 | 99 | 99 | 96 | 101 |
| Bim-Bcl-W | 0 | -5 | -2 | -3 | -3 | -1 | -2 | 1 | 4 |
| Bcl-2 Bim block | 0 | -4 | -1 | 1 | 1 | -9 | -9 | -9 | -2 |
| ABCG2 block | 3 | 13 | 4 | -5 | 8 | 0 | 1 | 0 | 0 |
| RGS7-Gao reg | 103 | 95 | 104 | 98 | 85 | 102 | 100 | 99 | 100 |
| GSH bead fluor | 21 | 15 | 21 | 23 | 10 | 16 | 32 | 26 | 4 |
| RGS8-Gao | 101 | 99 | 102 | 102 | 93 | 100 | 100 | 98 | 101 |
| ABCB1 inh | 0.1 | 1.1 | 1.0 | 2.3 | 1.1 | -0.1 | -1.5 | -0.1 | 0.1 |
| Bim-Bcl-XL | 0 | -10 | -5 | -5 | -1 | -5 | -8 | -6 | -2 |
| Bim-Bcl-B | -3 | -3 | -8 | -7 | -1 | -4 | -9 | -6 | -4 |

Some of the compounds tested, so the mix of outcomes need not match the whole.
